XIAP antagonists – small molecules displacing peptide from XIAP – biochemical, IAP family, fluorescence polarization (AID 1018); XIAP BIR domain, fluorescence polarization peptide displacement; higher % means a stronger effect; displacement, % at 20 µM; hits with a dose series show IC50 in µM; 200,000 compounds, 0.007% hits; in the data active means displacement above about 50%; further: a part of the inactive calls stands beside numbers as strong as those of hits
RSV antiviral HEp-2 – inhibition of RSV-induced cytopathic effect – HEp-2 cells, primary 10 µM value included (AID 2391). HEp-2 cells, RSV-induced CPE inhibition; higher % means a stronger effect. CPE inhibition, % at 10 µM; hits with a dose series show IC50 in µM. 310,000 compounds, 0.13% hits; in the data active means a potency from the dose series; inconclusive means CPE inhibition mostly from about 23% at the one dose, without a potency; inactive means the rest, 99 in 100 with CPE inhibition below about 21%; further: strong numbers were not always called active
WT yeast gro inh – growth inhibition of WT yeast, mitochondrial fusion screen; mitochondrial fusion phenotypic screen, WT strain; inhibition, % at 10 µM; 190,000 compounds, 2.1% hits; AID 1362; in the data active means inhibition above about 58%; tested in S. cerevisiae
K1F lysis inhibition – protection from phage-mediated lysis, alamar blue read-out – E. coli UTI89, K1F phage, bacterial capsule biogenesis inhibitors (AID 488966). inhibition, % at 100 µM; hits with a dose series show IC50 in µM. 340,000 compounds, 0.02% hits. E. coli UTI89 K1F phage lysis, alamar blue, 2 h; higher % means a stronger effect;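 active means phage lysis inhibition, versus mean bacterial control, above a set limit; inconclusive means no clear call, values can overlap the other calls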;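 further: capsule biogenesis inhibitors block K1F phage lysis so surviving cells raise fluorescence; higher fluorescence means more inhibition of phage lysis; actives were called in the ten point dose series up to 300 µM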
West Nile virus CPE – West Nile virus antiviral activity, cell-based, CPE readout (AID 1621) | West Nile virus-infected cells, CPE inhibition; higher % means a stronger effect | CPE inhibition, % at 10 µM, or IC50 in µM where a hit was titrated | 290,000 compounds, 0.02% hits; in the data active means a potency from the dose series; inconclusive means CPE inhibition mostly from about 3.7% at the one dose, without a potency; inactive means the rest, 99 in 100 with CPE inhibition below about 2.2%; further: strong numbers were not always called active
Yfh1-depleted yeast – enhancers of respiration in Yfh1-depleted yeast, dose response, Friedreich's ataxia, plus single-dose screen (AID 1465); 220,000 compounds, 0.074% hits; fold induction at 50 µM, or EC50 in µM where a hit was titrated; S. cerevisiae Yfh1-off respiration, WST-1 reduction, 72 h; higher fold induction means a stronger effect;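 active means fold induction of absorbance versus untreated yeast above a set limit, then at least 30% activation at any dose in follow-up; inconclusive means repeats straddling the limit, or above it without dose testing; inactive means fold induction below the set limit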;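 further: activators that raise dye reduction in frataxin-depleted yeast; strong numbers were not always called active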
Large T inhibition – TAg ATPase/helicase activity blockers – biochemical (AID 1903); SV40 large T antigen ATPase/helicase inhibition assay; higher % means a stronger effect; inhibition, % at 20 µM; hits with a dose series show IC50 in µM; 310,000 compounds, 0.39% hits; in the data active means a potency from the dose series; inconclusive means inhibition mostly from about 32% at the one dose, without a potency; inactive means the rest, 99 in 100 with inhibition below about 32%; further: strong numbers were not always called active
Dengue-2 NS5 capping – flavivirus cap methylation enzyme inhibition – biochemical, confirmation dose response, primary screen (AID 588689); Dengue-2 NS5 methyltransferase capping enzyme assay, biochemical; higher % means a stronger effect; one-dose inhibition, % at 25 µM; IC50 in µM for titrated hits; 340,000 compounds, 0.3% hits; in the data active means a potency from the dose series; inconclusive means inhibition above about 29% without an active follow-up result
CSM14.1 death rescue – protection against thapsigargin-triggered cell killing – 384-well, CSM14.1, ATP luminescence, primary screen (AID 1222). 190,000 tested, under 10 active. CSM14.1 thapsigargin-induced death rescue, ATP luminescence; higher % means a stronger effect. cellular ATP content (survival), % at 20 µM; hits with a dose series show EC50 in µM;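 active means EC50 below 50 µM in the dose-response confirmation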;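 further: death triggered by thapsigargin at about 15 µM added after 2 h compound pretreatment; cell ATP read after overnight thapsigargin exposure of roughly 18 to 22 hours; normalized against plate controls of thapsigargin alone and 5% DMSO vehicle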
WT yeast gro inh mutant strain – second read-out of WT yeast gro inh, no call of its own (marks repeat the call); inhibition, %; mitochondrial fusion phenotypic screen, mutant strain inhibition
Dengue-2 NS5 capping pilot replicate – recorded beside Dengue-2 NS5 capping, whose call it bears; inhibition, %; measured here: pilot screen replicate inhibition
Starred values were filed as active, the others as inactive; i = inactive; ? = inconclusive; · = not tested or not shown; & = joins results of further samples; [ ] = dose if it differs, or a comment. Random draw from the library; overall some 2.2% were active at least once.

SMILES	XIAP antagonists	RSV antiviral HEp-2	WT yeast gro inh	WT yeast gro inh mutant strain	K1F lysis inhibition	West Nile virus CPE	Yfh1-depleted yeast	Large T inhibition	Dengue-2 NS5 capping	CSM14.1 death rescue	others
O=C(Nc1cc(Cl)ccc1-n1cncn1)c1cc(S(=O)(=O)N2CCOCC2)ccc1F	·	0.6%	·	·	2.5%	0.0%	·	13%	3%	·
O=C(Cn1ncc(N2CCOCC2)c(Cl)c1=O)c1ccc(Cl)cc1	-4.3%	-1.3%	-1	24	0.1%	0.1%	i	6%	2%	-0.8%
CSc1nc(-c2ccc(Cl)cc2)nn1S(=O)(=O)c1ccccc1	-7.5%	2.4%	-4	1	8.6%	1.2%	i	9%	-1%	-2.7%
CC(O)[C@H]1CNC(=O)C(=O)N1CCc1cc(C(F)(F)F)cc(C(F)(F)F)c1 (stereo partly specified)	·	1.6%	·	·	3.2%	0.2%	i	6%	4%	·
NC(=O)c1ccc(NCC2CCCO2)c([N+](=O)[O-])c1 (stereo unspecified)	·	12%	·	·	0.1%	-0.5%	·	7%	15%	·
Cc1c(NC(=O)Nc2ccccc2)c(=O)n(-c2ccccc2)n1C	·	-0.2%	·	·	1.5%[50 µM]	0.7%	·	12%	1%	·
Cc1cc(C)n2nc(C(=O)N3CCN(c4ccc([N+](=O)[O-])cc4)CC3)nc2n1	-2.2%	0.0%	9	12	0.1%	-0.8%	i	16%	-9%	·
CCn1c(C(O)c2cc(OC)ccc2OC)nc2ccccc21 (stereo unspecified)	·	1.1%	·	·	0.2%	-0.9%	·	2%	-3%	·	Dengue-2 NS5 capping pilot replicate=-0.9
C#CCOc1ccc2ccccc2c1/C=C(/C#N)c1ccc(C(=O)O)cc1	·	1.1%	·	·	0.1%	-0.1%	·	-1%	1%	·	Dengue-2 NS5 capping pilot replicate=4.6
Cc1ccc([N+](=O)[O-])cc1N/C=C1\CCc2ccccc2C1=O	-6.9%	4.3%	3	-12	-0.1%	0.0%	i	-8%	16%	1.2%
COc1ccc(NC2=CC(=O)CC(c3ccccc3)C2)cc1 (stereo unspecified)	-3.1%	1.9%	21	16	1.3%	-1.4%	i	11%	6%	1.0%
CN1CCN(C(=O)CC2(CC(=O)O)CCCC2)CC1	-5.0%	-1.3%	-2	14	-0.1%	-0.4%	i	3%	-4%	-2.8%
CNC(=O)N(C1=NCCCCC1)c1ccc(Br)cc1	-13%	0.7%	-10	13	6.5%	-0.4%	i	5%	-9%	2.4%
Cc1c(NC(C)C)c(=O)n(-c2ccccc2)n1C	·	-0.6%	·	·	5.5%	·	·	27%	-5%	·
Cc1cccc([C@@H]2[C@@H]3C(=O)N(Cc4ccccc4)C(=O)[C@@H]3[C@]3(Cc4ccc(Cl)cc4)C(=O)N(c4ccc(Br)cc4)C(=O)N23)c1	·	16%	·	·	2.2%	-1.9%	·	12%	-5%	·
Cc1ccc(-c2cc(C(=O)O)c3cc(Br)ccc3n2)s1	·	13%&4.4%	·	·	-2.0%&1.1%[50 µM]	0.1%&0.1%	·	4%&2%	-4%&2%	·
O=C(Sc1nnc(-c2ccccc2)o1)N1c2ccccc2Sc2ccccc21	-5.3%	2.6%	-14	-8	-0.1%	-0.5%	i	38%	-7%	6.3%
CC(=O)OCCNc1cc(N2CCN(C)CC2)c2noc3c2c1C(=O)c1ccccc1-3	-1.6%	·	45	32	-1.7%	0.0%	i	30%	?	0.5%
COc1ccc(S(=O)(=O)Nc2nc3c(s2)CCCC3)cc1	-8.7%	8.8%	-19	-19	-3.0%	-0.9%	i	4%	-3%	·
NC(=O)CC(NC(=O)Cc1ccc(Cl)cc1)c1ccc(NCc2ccccc2)c([N+](=O)[O-])c1 (stereo unspecified)	·	2.4%	·	·	1.4%	-0.2%	i	11%	6%	·
COc1ccc(NC(=O)Cc2ccsc2)c(OC)c1	·	1.7%	·	·	0.0%	-0.1%	·	7%	-7%	·
Cn1c(=O)[nH]c(=O)c2c1nc(NC1CCCC1)n2Cc1ccccc1	·	-0.9%	·	·	-0.2%	-0.4%	·	11%	3%	·
Oc1ccccc1-c1n[nH]c(=S)n1Cc1ccco1	-7.3%	0.8%	1	7	0.2%	-0.2%	i	14%	-12%	0.7%
CN1CCN(c2ccc(NC(=O)Cc3ccccc3)cc2)CC1	-5.3%	0.5%	-4	2	3.5%	-0.1%	i	5%	-8%	-1.5%
Cc1onc(-c2ccccc2Cl)c1C(=O)NCc1cccs1	-2.7%	-1.2%	7	-7	0.1%	-0.5%	i	-1%	0%	-0.7%

Later entries:
SMILES	XIAP antagonists	RSV antiviral HEp-2	WT yeast gro inh	WT yeast gro inh mutant strain	K1F lysis inhibition	West Nile virus CPE	Yfh1-depleted yeast	Large T inhibition	Dengue-2 NS5 capping	CSM14.1 death rescue	others
CCOc1ccc(N(C)S(=O)(=O)c2ccc3[nH]cc(C(=O)NCC4CCCO4)c(=O)c3c2)cc1 (stereo unspecified)	-1.4%	2.2%	5	12	0.2%	0.8%	i	8%	-1%	1.2%
CCCCCCNC(=O)N[C@@H](C(=O)NCCC[C@H]1CN2C(=NC[C@@H]2Cc2ccccc2)N1CCc1cccc(OC)c1)C(C)C	·	-1.4%	·	·	·	-0.6%	i	33%	·	·
Cc1ccc(-c2ccc(/C=N/n3cnnc3)o2)cc1Cl	-2.9%	41%	27	41	1.6%	-0.1%	·	8%	3%	-3.4%
CN1CCN(NC(=O)c2ccc(F)cc2)CC1	-2.2%	0.7%	2	1	-0.6%[50 µM]	·	·	13%	-1%	-0.7%
O=C(Cn1nc(CNc2ccc(Br)cc2)[n+]2c1CCCCC2)c1ccc([N+](=O)[O-])cc1	·	-1.3%	·	·	5.7%	0.7%	i	23%	-10%	·
COc1ccc(NS(=O)(=O)c2ccc(-c3cnc(C4CC4)o3)cc2)cc1OC	·	1.3%	·	·	-0.2%	1.8%	·	14%	-6%	·
CC(C)NCC(O)COc1ccc(CCOCC2CC2)cc1 (stereo unspecified)	-6.8%&-2.7%	-0.2%	16&0	-18&10	1.0%	-0.3%	i	6%&11%	3%	-1.6%&-0.9%
COc1ccc(CCNC(=O)c2ccccc2OCc2ccccc2)cc1	·	4.9%	·	·	1.6%[50 µM]	-1.1%	·	9%	-5%	·
COC(=O)c1sccc1NC(=O)CC1C(=O)NCCN1C(=O)c1c(F)cccc1Cl (stereo unspecified)	·	·	·	·	-0.7%	-0.2%	i	2%	-1%	·
CCCOc1ccc(C(=O)C(c2ccccc2)N2CCOCC2)cc1 (stereo unspecified)	-4.5%	-0.1%	32	14	1.5%	-0.6%	i	2%	5%	0.9%
Cc1nc2c3ccccc3nc(NNC(=O)CCC(=O)N3CCC(C)CC3)n2n1	·	0.5%	·	·	0.1%	1.5%	·	1%	-6%	·
CC(C)N1CC2=C(C1=O)C(c1ccc(O)cc1)NC(=O)N2C (stereo unspecified)	-7.4%	0.9%	0	11	0.9%	0.7%	i	28%	-10%	5.1%
COc1ccc(N(CC(=O)NCCc2ccc(Cl)cc2)S(=O)(=O)c2c(C)[nH]c(=O)[nH]c2=O)cc1	-4.1%	0.3%	-10	-25	0.2%	·	i	-10%	-4%	-1.1%
O=C(NCCF)[C@H]1C[C@@H]1[C@H](NP(=O)(c1ccccc1)c1ccccc1)c1ccccc1	-16%	4.3%	19	1	0.3%	-0.6%	i	4%	-8%	-2.8%
COCCCNC(=O)CSc1c2c(nc3ccc(Cl)cc13)CCCC2	-4.7%	1.9%	-16	1	-0.1%	0.6%	i	4%	-4%	-1.3%
CCOC(=O)c1ccc(NC(=O)Cn2cnc(S(=O)(=O)N3CCCC3)c2)cc1	·	-0.4%	·	·	2.9%	-0.3%	·	2%	-4%	·
CC(=O)Nc1cccc(NC(=O)c2c(-c3ccccc3Cl)noc2C)c1	-8.6%	?	-15	-12	2.1%[50 µM]	0.7%	i	13%	-3%	6.4%
COc1ccc2[nH]c3c(=O)n(CCc4ccccc4)cnc3c2c1	·	0.0%	·	·	0.1%	0.1%	i	5%	-3%	·
Cc1[nH]c(-c2ccccn2)nc(=S)c1Cl	·	0.3%	·	·	-0.1%	0.5%	i	25%	-5%	·
O=C(Nc1ccncc1)c1sc2ccccc2c1Cl	-3.9%	5.1%	37	23	0.4%	-0.2%	i	0%	-6%	2.0%
Cc1cc(C(=O)O)c(=O)[nH]c1C	-3.9%	0.7%	2	18	2.9%	-0.2%	i	5%	1%	4.1%
COc1ccccc1CNC(=O)COn1nnc2ccc(S(=O)(=O)N3CCOCC3)cc21	·	-1.1%	·	·	1.5%[50 µM]	·	·	22%	3%	·

Some of these compounds in order of count of non-hydrogen atoms, low to high:
SMILES	XIAP antagonists	RSV antiviral HEp-2	WT yeast gro inh	WT yeast gro inh mutant strain	K1F lysis inhibition	West Nile virus CPE	Yfh1-depleted yeast	Large T inhibition	Dengue-2 NS5 capping	CSM14.1 death rescue	others
Cc1cc(C(=O)O)c(=O)[nH]c1C	-3.9%	0.7%	2	18	2.9%	-0.2%	i	5%	1%	4.1%
CC(C)N1CC2=C(C1=O)C(c1ccc(O)cc1)NC(=O)N2C (stereo unspecified)	-7.4%	0.9%	0	11	0.9%	0.7%	i	28%	-10%	5.1%
CCCOc1ccc(C(=O)C(c2ccccc2)N2CCOCC2)cc1 (stereo unspecified)	-4.5%	-0.1%	32	14	1.5%	-0.6%	i	2%	5%	0.9%
CC(=O)Nc1cccc(NC(=O)c2c(-c3ccccc3Cl)noc2C)c1	-8.6%	?	-15	-12	2.1%[50 µM]	0.7%	i	13%	-3%	6.4%
COc1ccc(CCNC(=O)c2ccccc2OCc2ccccc2)cc1	·	4.9%	·	·	1.6%[50 µM]	-1.1%	·	9%	-5%	·
CCOC(=O)c1ccc(NC(=O)Cn2cnc(S(=O)(=O)N3CCCC3)c2)cc1	·	-0.4%	·	·	2.9%	-0.3%	·	2%	-4%	·
COC(=O)c1sccc1NC(=O)CC1C(=O)NCCN1C(=O)c1c(F)cccc1Cl (stereo unspecified)	·	·	·	·	-0.7%	-0.2%	i	2%	-1%	·
CCOc1ccc(N(C)S(=O)(=O)c2ccc3[nH]cc(C(=O)NCC4CCCO4)c(=O)c3c2)cc1 (stereo unspecified)	-1.4%	2.2%	5	12	0.2%	0.8%	i	8%	-1%	1.2%

Source: PubChem BioAssay
